High-throughput results from PubChem BioAssay.
Myeloid diff 2 – induction of myeloid progenitor differentiation, primary screen, cell-based, flow cytometry, MLPCN library; calls only at 10 µM; actives 1% (n = 360,000); ER-HoxA9 myeloid progenitors, lysozyme-GFP differentiation;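 active means normalized GFP-positive differentiation at or above the plate's own cutoff, the solvent-only control mean plus 3 SD; inconclusive means no clear call, values can overlap the other calls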;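 further: cells exposed to compound for four days before flow analysis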
WT yeast gro inh – growth inhibition of WT strain, primary screen, mitochondrial fusion inhibitor project, WT and mutant strains, chemical genetic | mitochondrial fusion phenotypic screen | inhibition, % at 10 µM | actives 2.1% (n = 190,000) | AID 1362, 2008; in the data active means inhibition above about 58%; tested in S. cerevisiae
PhoP inhibition – inhibitors of PhoP regulon expression, primary screen, Salmonella Typhimurium, GFP reporter (AID 1863) | S. Typhimurium PhoP-regulated promoter GFP reporter, 4 h; higher % means a stronger effect | inhibition, % at 50 µM, or IC50 in µM where a hit was titrated | actives 0.16% (n = 300,000);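 active means inhibition over 29.93%, a cutoff 3 SD above the screen mean, later confirmed by dose response; inconclusive means inhibition over 29.93% but no dose response follow-up; inactive means inhibition at most 29.93% or unconfirmed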;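 further: 0% = low Mg2+ inducing control and 100% = high Mg2+ repressing control; strong numbers were not always called active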
RSV CPE inhibition – RSV antiviral activity via CPE protection, HEp-2 cells, primary 10 µM value included (AID 2391); HEp-2 cells, RSV-induced CPE inhibition; higher % means a stronger effect; one-dose CPE inhibition, % at 10 µM; IC50 in µM for titrated hits; actives 0.13% (n = 310,000); in the data active means a potency from the dose series; inconclusive means CPE inhibition mostly from about 23% at the one dose, without a potency; inactive means the rest, 99 in 100 with CPE inhibition below about 21%; further: strong numbers were not always called active
SIAH1 antagonists – Siah-1 peptide-binding antagonists, primary screen, biochemical, fluorescence polarization, rhodamine-plectin, uHTS (AID 1817) | Siah-1 / rhodamine-plectin peptide fluorescence polarization; higher % means a stronger effect | E3 ubiquitin-protein ligase SIAH1 (Homo sapiens) | displacement, % at 20 µM, or IC50 in µM where a hit was titrated | actives 0.02% (n = 290,000);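 active means displacement of at least 50% at 20 µM, with a fluorescence ratio check between 0.3 and a set limit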;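 further: plate controls were Siah plus tracer with DMSO for no effect and tracer alone without Siah for full effect; strong numbers were not always called active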
human PMI inhibitors – human PMI inhibitors, high substrate, primary screen, biochemical, fluorescence intensity, high mannose 6-phosphate (AID 1220); Mannose-6-phosphate isomerase (Homo sapiens); actives 0.66% (n = 190,000); recombinant PMI enzyme, coupled fluorescence intensity; higher % means a stronger effect; inhibition, % at 20 µM, or IC50 in µM where a hit was titrated
XIAP antagonists – XIAP antagonists, biochemical, IAP family, fluorescence polarization (AID 1018); E3 ubiquitin-protein ligase XIAP (Homo sapiens); one-dose displacement, % at 20 µM; IC50 in µM for titrated hits; actives 0.007% (n = 200,000); XIAP BIR domain, fluorescence polarization peptide displacement; higher % means a stronger effect; in the data active means displacement above about 50%; further: a part of the inactive calls stands beside numbers as strong as those of hits
TNAP activation fold – human TNAP enzyme activators, primary screen, biochemical, luminescent, no phosphate acceptor, uHTS (AID 1001). one-dose activation fold at 20 µM; EC50 in µM for titrated hits. purified TNAP, luminescent activation assay, no phosphate acceptor; higher activation fold means a stronger effect. Alkaline phosphatase, tissue-nonspecific isozyme (Homo sapiens). actives 0.03% (n = 200,000); in the data active means activation fold from about 3, or a potency from the dose series; inactive means the rest, 99 in 100 with activation fold below about 1.6; further: many of its hits are not listed in these tables
PMI inhibitors – inhibitors of human PMI, primary screen, biochemical, fluorescence intensity, coupled assay (AID 1209); Mannose-6-phosphate isomerase (Homo sapiens); purified PMI enzyme, coupled fluorescence intensity; higher % means a stronger effect; one-dose inhibition, % at 20 µM; IC50 in µM for titrated hits; actives 0.42% (n = 190,000);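 further: plate controls were DMSO vehicle for no effect and wells lacking substrate for full effect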
WT yeast gro inh mutant strain – second read-out of WT yeast gro inh, no call of its own (marks repeat the call); inhibition, %; mitochondrial fusion phenotypic screen, mutant strain inhibition
Myeloid diff 2 GFP+ MAC1+ % – also measured in Myeloid diff 2; calls as there; GFP+ MAC1+ double positive, %; measured here: differentiation confirmed by MAC1 staining
The depositor's hits bear a star; i = inactive; ? = inconclusive; / = no result given; + = active, no number. Unless noted, no stated cut-off is given here; in the data, active means inhibition above about 50%; inactive means the rest. Random draw from the library, and some 3.1% of all compounds hit somewhere here.

Screens in order: Myeloid diff 2 | Myeloid diff 2 GFP+ MAC1+ % | WT yeast gro inh | WT yeast gro inh mutant strain | PhoP inhibition | RSV CPE inhibition | SIAH1 antagonists | human PMI inhibitors | XIAP antagonists | TNAP activation fold | PMI inhibitors
> CCCN1C(=O)c2ccccc2NC1c1ccc(Cl)c(Cl)c1 (stereo not given)
 : i | 0.5 | / | / | 1% | 15% | 2% | / | / | / | /
> Cc1ccc(N2C(=O)NC3(CCCCC3)C2=O)cc1
 : i | 0.9 | -9 | -18 | 10% | 1.6% | -2% | 16% | -3.0% | 1.2 | 11%
> COc1cccc(NC(=O)c2ccc(NCCCN3CCC(C)CC3)c([N+](=O)[O-])c2)c1
 : i | 0.4 | 6 | 2 | -9% | -4.2% | -10% | -11% | -1.3% | 0.9 | -21%
> COCC(C)n1c(C)cc(C(=O)COC(=O)c2nc3nc(C)cc(C)n3n2)c1C (stereo not given)
 : i | 2.5 | -9 | 2 | -3% | 3.6% | -2% | 12% | 1.6% | 1.1 | -2%
> CC(/C=C/c1ccco1)=N/NC(=O)Cc1cccs1
 : i | 0.8 | -5 | 0 | 0% | 3.0% | 6% | 13% | -2.7% | 1.1 | 9%
> COc1ccccc1N1CCN(Cc2nc3ccccc3c(=O)n2CC(C)=O)CC1
 : i | 0.6 | 6 | 13 | 14% | 1.8% | -1% | -7% | -2.7% | 1 | -14%
> COc1nc(Cl)cn(-c2ccc(Cl)cc2)c1=O
 : i | 0.4 | -4 | -7 | 6% | 1.2% | 1% | 7% | 0.2% | 1 | 4%
> CN(C)S(=O)(=O)NCc1ccc2c(c1)OCO2
 : i | 0.6 | -6 | 2 | -1% | 3.4% | -3% | 12% | -4.5% | 1.1 | 8%
> O=c1[nH]c(C2CCN(S(=O)(=O)c3ccc(F)cc3)CC2)nc2c1nnn2Cc1ccc2c(c1)OCCO2
 : ? | / | / | / | -1% | 65% | -3% | / | / | / | /
> CCOc1ccc(Oc2nc(N(CC)CC)nc(N3CCOCC3)n2)nn1
 : i | 0.8 | 3 | 13 | -4% | 0.2% | 3% | -8% | -5.2% | 1.1 | -7%
> CCCN(CCC)c1nc(NC2CCN(C(=O)OCC)CC2)nc(OC)n1
 : i | 1.2 | 53 | 0 | -1% | 2.7% | 2% | 14% | -2.7% | 1.1 | 13%
> CC1CCN(Cc2ccc(-c3nnn(CC(=O)Nc4ccccc4Cl)n3)cc2)CC1
 : + | 2.9* | -4 | -12 | -4% | -1.2% | -2% | 4% | -5.0% | 1.1 | 2%
> CCCN1Cc2cccc(C(=O)N3CCN(c4ccc(F)cc4)CC3)c2C1=O
 : i | 0.4 | -6 | 7 | -11% | 1.3% | 1% | 7% | -3.1% | 1.1 | 1%
> CSCCC(NS(=O)(=O)c1ccc2ccccc2c1)C(=O)OCC(=O)c1ccc(C(C)C)cc1 (stereo not given)
 : + | 1.0* | 29 | 3 | 6% | 2.2% | 3% | 6% | -1.0% | 1 | 8%
> O=C(C1=C(O)C(=O)N(c2ccccc2)C1c1ccc([N+](=O)[O-])cc1)c1cccs1 (stereo not given)
 : i | 0.1 | 13 | 17 | -7% | 0.1% | -2% | -1% | -1.2% | 1.1 | -9%
> N#Cc1c(-c2ccc3c(c2)OCO3)cc[nH]c1=O
 : i | 0.6 | / | / | -7% | 21% | 2% | / | / | / | /
> CC(C)c1ccc(NC(=O)Cn2c(=O)oc3ccccc32)cc1
 : i | 0.1 | / | / | 2% | 3.4% | -1% | / | / | / | /
> CC(C)c1cc(CNC(=O)CCc2nnc(CCCCc3ccccc3)o2)on1
 : i | 0.4 | / | / | -7% | 0.3% | -6% | / | / | / | /
> O=C(N/N=C/c1ccc2c(c1)OCO2)C1COc2ccccc2O1 (stereo not given)
 : i | 1.2 | -2 | 23 | 2% | -0.6% | 2% | 0% | -3.2% | 1.1 | 0%
> COc1ccccc1C1C(C(=O)c2sc(C)nc2C)=C(O)C(=O)N1CCN1CCOCC1 (stereo not given)
 : i | 0.4 | -17 | 4 | -11% | 1.2% | 1% | -33% | -2.2% | 1.2 | -40%
> COc1ccc(Oc2nc(-c3ccccn3)nc3ccccc23)cc1
 : i | 0.8 | / | / | -4% | 0.9% | -2% | / | / | / | /
> COC(=O)c1cn(NC(=O)Cc2ccc(OC)c(OC)c2)c(=O)c2ccccc12
 : i | 0.9 | -2 | -13 | 7% | -0.2% | 3% | 0% | -4.2% | 1.1 | 1%
> Cc1cccc(/C=N/N(CCO)C2=NS(=O)(=O)c3ccccc32)c1
 : i | 0.8 | 5 | -3 | 12% | 8.2% | 1% | -1% | -7.4% | 1 | 11%
> COCCCNCC#CCOc1ccc(OC)cc1
 : i | 0.3 | 12 | -5 | 5% | 0.7% | 6% | 3% | -4.2% | 1.1 | 7%
> O=S1(=O)CCN2C(c3cccc4ccccc34)=CSC2=N1
 : i | 0.1 | -28 | -7 | -5% | 3.3% | 5% | 5% | -8.4% | 1.1 | 2%
> Cc1ccc(CCNC(=O)CCS(=O)(=O)c2ccc(Br)cc2)cc1
 : i | 0.5 | 7 | -4 | -5% | 2.2% | 4% | 3% | -1.7% | 1.2 | 0%
> O=C(Cn1c2ccccc2c2nc3n(c(=O)c21)CCS3)Nc1ccccc1
 : i | 0.0 | / | / | -7% | 0.7% | 11% | / | / | / | /
> COc1cc2oc(=O)c(Br)c(C)c2c(OC)c1OC
 : i | 2.2 | 5 | 9 | -7% | ? | -2% | 14% | 0.0% | 1 | 7%
> COC(=O)c1ccccc1NCc1cc(=O)oc2cc(O)c(O)cc12
 : i | 1.4 | / | / | -5% | 4.7% | 4% | / | / | / | /
> Cc1ccc(C)c(S(=O)(=O)Nc2ccccc2C(=O)Nc2ccc(S(=O)(=O)Nc3ncccn3)cc2)c1
 : i | 0.7 | 6 | 21 | -13% | 2.8% | -7% | -14% | -4.3% | 1.1 | -21%

Record cards, as listed above. Order of screens: Myeloid diff 2	Myeloid diff 2 GFP+ MAC1+ %	WT yeast gro inh	WT yeast gro inh mutant strain	PhoP inhibition	RSV CPE inhibition	SIAH1 antagonists	human PMI inhibitors	XIAP antagonists	TNAP activation fold	PMI inhibitors
COCCCNCC#CCOc1ccc(OC)cc1 in the list: i	0.3	12	-5	5%	0.7%	6%	3%	-4.2%	1.1	7%
O=S1(=O)CCN2C(c3cccc4ccccc34)=CSC2=N1 in the list: i	0.1	-28	-7	-5%	3.3%	5%	5%	-8.4%	1.1	2%
COCC(C)n1c(C)cc(C(=O)COC(=O)c2nc3nc(C)cc(C)n3n2)c1C (stereo not given) in the list: i	2.5	-9	2	-3%	3.6%	-2%	12%	1.6%	1.1	-2%

Carrying on.
smiles	Myeloid diff 2	Myeloid diff 2 GFP+ MAC1+ %	WT yeast gro inh	WT yeast gro inh mutant strain	PhoP inhibition	RSV CPE inhibition	SIAH1 antagonists	human PMI inhibitors	XIAP antagonists	TNAP activation fold	PMI inhibitors
COc1ccc(C)cc1NC(=O)C1CCCN(S(=O)(=O)c2cccs2)C1 (stereo not given)	i	0.2	/	/	1%	2.5%	-1%	/	/	/	/
COC(=O)c1cnc(Oc2ccc(NC(=O)NC(=O)c3c(OC)cccc3OC)cc2)cc1C(F)(F)F	?	/	/	/	-10%	4.3%	1%	/	/	/	/
COc1ccccc1CNS(=O)(=O)c1ccc(C)cc1	i	0.9	5	-20	-1%	0.8%	-2%	-6%	-6.3%	1.1	-3%
Cc1nonc1C(=O)N/N=C/c1ccc(O)cc1O	i	0.0	5	18	11%	8.0%	-1%	/	-4.8%	1.8	/
COc1ccc2[nH]c(=O)c(CN(C(=O)NC3CCCCC3)C3CCCCC3)cc2c1	i	0.5	13	6	3%	1.3%	-3%	11%	-1.0%	1	14%
CCOC(=O)CNC(=O)CSc1ncnc2c1cnn2Cc1ccccc1	i	0.8	-5	-4	6%	5.1%	-6%	4%	-4.2%	1	7%
CCN(c1ccccc1)S(=O)(=O)c1ccc(Cl)c(NC(=O)COC(=O)c2ccc(O)cc2)c1	i	0.3	-7	-13	10%	3.6%	0%	19%	-7.7%	1	25%
CC(C)Sc1cc(N2CCCC2)nc(-c2ccc(F)cc2)n1	i	1.5	26	-17	-3%	4.0%	-2%	6%	-3.8%	1	13%
CCS(=O)(=O)c1nc(S(=O)(=O)c2ccc(Cl)cc2)c(NCc2ccccn2)s1	i	0.4	8	6	-1%	2.9%	-3%	-3%	-0.9%	1.5	-22%
O=c1[nH]c(SCc2ccc(Cl)cc2)nc2[nH]ncc12	i	0.1	-6	-1	-13%	7.9%	22%	-5%	0.8%	1.6	-2%

Continued.
smiles	Myeloid diff 2	Myeloid diff 2 GFP+ MAC1+ %	WT yeast gro inh	WT yeast gro inh mutant strain	PhoP inhibition	RSV CPE inhibition	SIAH1 antagonists	human PMI inhibitors	XIAP antagonists	TNAP activation fold	PMI inhibitors
CCOc1ccc(CNC(=O)C2CCCN(c3nnc(C)c4c(C)n(-c5ccccc5)nc34)C2)cc1 (stereo not given)	i	3.2	/	/	0%	4.5%	1%	/	/	/	/
CCOCCCNC(=O)C(c1ccc(OC)cc1)N(Cc1cccs1)C(=O)c1ccccc1O (stereo not given)	i	0.1	-1	8	-10%	-1.1%	6%	-5%	-2.2%	1.1	2%
CCOc1cccc(C2c3c(oc4cc(C)c(C)cc4c3=O)C(=O)N2CCCN(C)C)c1 (stereo not given)	/	/	-10	-7	-8%	/	-5%	0%	-4.3%	0.9	-5%
Cc1ccoc1C(=O)NCCNc1ccc(Cl)cc1[N+](=O)[O-]	i	0.3	-7	-7	6%	5.2%	-5%	18%	-8.4%	0.8	8%
O=C(Cn1c2c(c(-c3ccccc3Cl)cc1=O)CCC2)NCC1CCCO1 (stereo not given)	i	1.8	/	/	-10%	1.9%	9%	/	/	/	/
